Screens (PubChem)
CF NFkB inh – cystic fibrosis NF-kB activation inhibition. KKLEB NF-kB-GFP reporter, PAF-induced, GFP fluorescence overnight. inhibition, % at 5 µM. hit rate 0.86% among 360,000;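 active = at least 50% inhibition at 5 µM, scaled per plate between neutral and stimulator controls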;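 note: PAF is a Pseudomonas aeruginosa culture filtrate used as stimulus; plate controls were PAF-stimulated DMSO wells for no effect and unstimulated DMSO wells for full effect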
C8 TRAIL sens – sensitizes caspase-8 expressing cells to TRAIL; NB7+C8 cells + TRAIL, ATPlite viability luminescence; hit rate 1% among 360,000; AID 624354; inhibition (viability loss, TRAIL sensitization), % at 10 µM;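 active = compounds causing at least 50% loss of cell viability in the single-dose screen, relative to plate controls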
EBV LMP1 NFkB – inhibitors of Epstein-Barr LMP1-induced NF-kappaB reporter; LMP1-induced NF-kappaB luciferase reporter cells, luminescence; inhibition, % at 12.5 µM; hit rate 0.69% among 350,000; AID 504558; in the data active = inhibition above about 41%;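 note: 0% = neutral control wells and 100% = reference inhibitor control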
NR5A2 inv ag – suppresses constitutive activity of human LRH-1. O00482. HEK293T StAR-luciferase reporter, LRH-1 transfected, 24 h. inhibition, % at 3.6 µM. hit rate 0.13% among 360,000. AID 602396;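 active = inhibition above the mean inhibition of all tested compounds plus 3 SD, cut at about 73% in these data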;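 note: 0% = DMSO wells and 100% = reporter-only cells lacking LRH-1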
Target sequence (O00482 whole entry, looked up): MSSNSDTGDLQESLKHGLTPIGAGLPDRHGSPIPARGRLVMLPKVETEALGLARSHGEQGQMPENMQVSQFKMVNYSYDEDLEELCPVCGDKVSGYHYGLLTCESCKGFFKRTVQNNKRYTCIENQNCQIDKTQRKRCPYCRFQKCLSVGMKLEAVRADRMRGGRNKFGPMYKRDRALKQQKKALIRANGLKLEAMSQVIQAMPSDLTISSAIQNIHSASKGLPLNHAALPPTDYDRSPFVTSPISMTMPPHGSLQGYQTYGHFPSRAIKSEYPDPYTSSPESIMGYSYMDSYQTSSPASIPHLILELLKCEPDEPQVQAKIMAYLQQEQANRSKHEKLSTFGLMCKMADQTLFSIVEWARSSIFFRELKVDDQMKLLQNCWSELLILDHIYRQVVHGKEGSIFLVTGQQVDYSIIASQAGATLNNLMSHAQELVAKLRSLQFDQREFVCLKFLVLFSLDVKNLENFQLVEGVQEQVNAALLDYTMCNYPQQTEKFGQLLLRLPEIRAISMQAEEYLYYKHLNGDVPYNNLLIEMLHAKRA
NCOA1 inh – human NCOA1 inhibition; Q15788; HEK293 GAL4-SRC1 luciferase reporter, luminescence; inhibition, % at 3.6 µM; hit rate 0.12% among 360,000; AID 588354;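 active = inhibition above the campaign mean plus 3 SD, with each screening campaign given its own cutoff, cut at about 60% in these data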;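 note: 0% = DMSO treated cells and 100% = gossypol at 36 µM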
NR2F2 inh – NR2F2 (human) inhibition, primary screen. P24468. HEK293T NGFI-A luciferase reporter, luminescence. inhibition, % at 8.6 µM. hit rate 0.7% among 370,000. AID 686940;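 active = inhibition above a per-plate cutoff, mean inhibition of test wells between control levels plus 3 SD, cut at about 38% in these data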;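 note: cells cotransfected with COUP-TFII expression vector driving the NGFI-A reporter; 0% = median of COUP-TF2 test wells and 100% = reporter-only cells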
Target sequence (P24468 whole entry, looked up): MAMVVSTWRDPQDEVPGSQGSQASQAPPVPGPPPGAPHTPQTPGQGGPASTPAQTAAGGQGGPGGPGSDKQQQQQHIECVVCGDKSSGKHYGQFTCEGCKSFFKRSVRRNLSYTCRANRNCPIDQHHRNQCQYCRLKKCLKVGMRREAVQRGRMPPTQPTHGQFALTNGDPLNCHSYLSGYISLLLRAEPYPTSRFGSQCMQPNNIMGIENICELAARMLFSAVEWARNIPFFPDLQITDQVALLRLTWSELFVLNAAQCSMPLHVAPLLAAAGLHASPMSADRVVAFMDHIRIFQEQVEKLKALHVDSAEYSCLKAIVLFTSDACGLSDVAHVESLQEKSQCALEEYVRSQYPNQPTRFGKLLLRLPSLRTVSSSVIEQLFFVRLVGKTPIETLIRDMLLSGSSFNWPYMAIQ
TWEAK-Fn14 inh – TWEAK-Fn14 signaling inhibition | TWEAK-stimulated Fn14 reporter cells, luciferase luminescence, 8 h | inhibition, % at 10 µM | hit rate 2% among 360,000 | AID 1159606; in the data active = inhibition above about 50%
TROY signal inh – TROY signaling inhibition | Q293 LMP1-TROYcd NF-kB luciferase reporter, 4 h | inhibition, % at 10 µM | hit rate 0.98% among 360,000 | AID 1347056;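 active = compounds whose plate-normalised and pattern-corrected inhibition of the luciferase reporter signal at the single screening dose is 50% or more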
KKLEB cytotox – reduces viability of KKLEB cystic fibrosis airway cells | KKLEB CF airway cells viability, ATPlite luminescence, overnight; active compounds read low; cells stimulated with P. aeruginosa culture filtrate | activity change (cytotoxicity), % at 5 µM | hit rate 0.36% among 360,000 | AID 602141;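 active = corrected activity change at or below -50% at 5 µM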
SRC3 inh – inhibitors of human steroid receptor coactivator 3 (SRC3). hit rate 0.17% among 360,000. Q9Y6Q9. inhibition, % at 3.6 µM. HEK293 GAL4-SRC3 luciferase reporter, luminescence;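 active = inhibition above a per-campaign cutoff, the mean of all compounds plus 3 SD, cut at about 60% in these data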;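 note: 0% = DMSO-treated cells and 100% = gossypol-treated cells at 36 µM; higher means less SRC3-driven luciferase light from the GAL4 reporter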
NCOA2 inhibitor – human SRC2 (NCOA2) inhibition; HEK293 GAL4-SRC2 luciferase reporter, luminescence; inhibition, % at 9 µM; hit rate 0.17% among 370,000; AID 651957;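 active = inhibition above the mean inhibition of all tested compounds plus 3 SD, set per campaign, cut at about 52% in these data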;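 note: 0% = DMSO treated cells and 100% = cells given Gossypol at 36 µM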
* = called active by the depositor; . = no result given. Random draw from the library (roughly 4.2% active in at least one column).

SMILES	CF NFkB inh	C8 TRAIL sens	EBV LMP1 NFkB	NR5A2 inv ag	NCOA1 inh	NR2F2 inh	TWEAK-Fn14 inh	TROY signal inh	KKLEB cytotox	SRC3 inh	NCOA2 inhibitor
O=C(CCc1ccccc1)NCCc1cccs1	-5	-5	-12	-15	5	-21	-1	-44	0	-3	-25
CC(=O)NS(=O)(=O)c1ccc(NC(=O)COc2ccc(C(=O)c3ccccc3)cc2)cc1	11	4	-9	10	0	11	12	12	6	20	-10
COC(=O)C1=C(C)NC(=O)/C1=C\N(C)C	-15	0	-6	5	-8	1	-3	12	20	-2	4
Cc1ccc(Cl)cc1N1CCN(Cc2nnnn2Cc2ccco2)CC1	4	0	-7	-12	2	11	-20	20	0	9	-31
CC1(c2ccc([N+](=O)[O-])cc2)NC(=O)NC1=O (stereo not drawn)	3	-8	-7	14	-9	12	2	4	11	9	-22
COc1cccc(N2CCN(CC(=O)Nc3ccc(S(=O)(=O)N4CCCCCC4)cc3)CC2)c1	14	14	10	-3	0	10	16	16	-31	-2	11
Cc1ccc(OCC(=O)N/N=C\c2ccc(O)cc2)c([N+](=O)[O-])c1	5	-5	8	-7	-13	-1	-14	-13	4	3	2
CCOC(=O)CN(C(=O)COc1nc(C)cc(C)c1C#N)c1cccc(Cl)c1	-7	-16	4	21	-4	2	3	-7	-6	10	17
COc1ccc(-c2noc(CSc3nnc(-c4ccncc4)n3-c3ccc(F)cc3)n2)cc1OC	-21	10	-2	-9	-7	13	-9	-17	-10	24	18
O=C(c1ccc2c(=O)n(Cc3ccccc3)c(=S)[nH]c2c1)N1CCOCC1	18	14	-9	12	13	-2	14	-3	-4	4	9
NS(=O)(=O)c1ccc(CCNC(=O)CCNS(=O)(=O)c2ccccc2C(F)(F)F)cc1	-5	4	0	-7	-5	0	0	-2	6	10	22
COc1ccc(OCCSc2nc3ccccc3c(=O)[nH]2)cc1	-6	7	0	-5	-8	-11	-12	-24	6	-26	7
Cc1nn(CC(=O)NCc2cccs2)c(=O)c2nn(-c3ccccc3)c(C)c12	7	1	1	-16	-7	9	2	5	20	-21	-7
NC(=NCCc1c[nH]c2ccccc12)NS(=O)(=O)c1ccc(F)cc1	2	7	9	11	8	26	10	15	7	-10	16
COc1ccc(-c2cc(=O)oc3cc(OCC(=O)NCC(O)c4ccccc4)ccc23)cc1 (stereo not drawn)	-35	-7	3	-7	-16	-6	-34	1	9	9	2
CCOC(=O)N1CCN(C(=O)CCSCCc2ccncc2)CC1	2	4	10	7	9	-11	12	7	2	22	7
COc1ccc(N(CC(=O)Nc2c(C)n(C)n(-c3ccccc3)c2=O)S(=O)(=O)c2ccc(F)cc2)cc1	-5	-4	-7	-13	11	8	25	-23	3	11	8
Cc1ccc(S(=O)(=O)N2CCOCC2)cc1NC(=O)COC(=O)CCC(=O)c1cccs1	6	1	-5	6	6	15	-17	-4	-6	-7	-10
CC(=O)N1CCN(S(=O)(=O)c2cccc(C(=O)NC3CCCC(C)C3C)c2)CC1 (stereo not drawn)	-5	-7	2	-14	-6	3	-31	3	13	9	-3
COc1ccc(C(=O)Nc2cccc(N(C)S(C)(=O)=O)c2)cc1OC	10	5	-9	-43	-31	-26	7	-30	8	-29	-26
O=C(c1ccc([N+](=O)[O-])o1)N1CCc2ccccc2C1	-22	8	-5	38	-16	17	-10	2	-4	23	0
Cc1ccc(C(=O)NCc2ccc3c(c2)CCO3)cc1C	-5	8	-17	-67	-37	-10	-22	-86	7	-14	-31
CC(=O)c1ccc(N2CCC(c3cc(-c4ccc(Cl)cc4)n[nH]3)CC2)c([N+](=O)[O-])c1	-12	9	-2	0	-27	.	62*	48	2	5	.
O=C(Nc1ccnn1C1CCN(C/C=C/c2ccccc2)CC1)c1ccccc1Cl	-18	-7	-5	-13	-9	-8	4	3	-1	-9	-20
CCN(CC)c1cc2nonc2c2nonc12	2	5	8	-7	9	-8	1	-2	2	11	25
The listing continues.
SMILES	CF NFkB inh	C8 TRAIL sens	EBV LMP1 NFkB	NR5A2 inv ag	NCOA1 inh	NR2F2 inh	TWEAK-Fn14 inh	TROY signal inh	KKLEB cytotox	SRC3 inh	NCOA2 inhibitor
C/C(CS(=O)(=O)c1ccc(Cl)c(Cl)c1)=N/NC(N)=S	-7	-5	0	16	-12	3	8	-10	3	12	11
CCOC(=O)c1ccccc1NC(=O)c1ccc(NS(C)(=O)=O)cc1	-11	10	13	-19	0	-5	-18	-7	8	16	-27
O=C(c1ccccc1)N1CCCC(C(=O)N2CCc3ccccc3C2)C1 (stereo not drawn)	10	-1	-8	1	-1	-1	5	-1	-13	3	-14
CCOC(=O)c1ccc(-c2ccc(/C=N/NC(=O)CN(c3cccc(C)c3)S(C)(=O)=O)o2)cc1	10	7	-32	-51	-19	-2	7	-4	-6	-5	-13
COc1ccccc1C1CCN(Cc2cccc([N+](=O)[O-])c2)CC1	1	1	6	9	10	-7	-7	-4	2	16	-22
CCCCc1c(-c2ccccc2F)ncn1CCc1ccccc1OC	.	26	.	-27	.	15	32	35	.	.	5
COc1cccc(NC(=S)NC2CC(C)CC(C)(C)C2)c1 (stereo not drawn)	-4	-13	-6	15	13	-14	-73	2	-10	-6	4
CNC(=O)NC(=O)C(OC(=O)Cc1cccc(C(F)(F)F)c1)c1ccccc1 (stereo not drawn)	3	13	1	14	-2	-32	12	-38	-7	2	-10
O=C(COC(=O)c1cccnc1Cl)NC1CCCc2ccccc21 (stereo not drawn)	-2	-15	-7	-2	-2	1	-28	5	-2	18	-4
Cc1cccc(OCC(=O)NCC(=O)n2nc(C)cc2C)c1	17	1	1	7	12	4	-5	14	-2	-2	-2
COc1ccc2nc(C)cc(SCC(=O)N/N=C/c3c(OC)ccc4ccccc34)c2c1	-5	-5	-91	0	-6	9	-8	10	-13	14	-1
COC(=O)C1CCCCN1C(=O)CCc1nnc(CCc2c[nH]c3ccccc23)o1 (stereo not drawn)	4	-7	-7	17	-39	13	-21	-1	-20	-8	12
C=CCN(CC=C)S(=O)(=O)c1ccc(NC(=S)NC(=O)/C=C/c2ccc(C)cc2)cc1	-1	14	4	-9	8	8	-8	11	-11	-7	-5
CC(C)(C)C(=O)OCc1cn(-c2ccc(Cl)cc2)nn1	11	13	-26	-32	-37	-18	-27	-36	-8	-16	-55
CC1Sc2ccc(C(=O)Nc3ccc(S(=O)(=O)N(C)C)cc3)cc2NC1=O (stereo not drawn)	-5	30	12	-8	28	15	16	16	16	17	-7
COc1ccc2c(c1)OC[C@H]1[C@H]2N2C(=O)CN(Cc3ccc(C)cc3)C(=O)[C@@]2(C)[C@H]1c1ccccc1	22	-4	-5	0	0	-7	14	-2	-22	9	23
COc1cc(C=O)ccc1OCCCCOc1ccccc1[N+](=O)[O-]	-9	0	5	35	2	-19	-3	-4	-3	4	-10
CCc1ccc(NC(=O)C2CCN(S(=O)(=O)c3c(C)noc3/C=C/N(C)C)CC2)cc1	15	-11	0	10	6	-5	0	23	-4	16	-5
COc1ccccc1-c1cc(NC=O)c2ncc(-c3cccc(C(C)=O)c3)n2c1	59*	4	.	15	6	7	47	4	-19	14	1
COc1ccc(Cn2cnc3sccc3c2=O)cc1	-4	11	1	18	0	2	9	6	-8	7	-1
O=C(CNC(=O)c1ccccc1)NC1(C(=O)NC2CCCC2)CCCCC1	-2	19	6	11	7	0	-17	-13	0	11	20
Cc1cccc(-c2nc(=S)c3c(n2Cc2ccco2)CCCC3)c1	-5	-13	-2	3	-3	3	50*	11	-8	10	-6
CC1(C)CC2C1CCC1(O)CC2(C)CCC1N(O)c1ccc(C(=O)NCCO)cn1 (stereo not drawn)	19	9	0	-13	-9	4	9	-6	1	6	14
Cc1ccc(-c2cc(C(=O)Nc3nccs3)c3ccccc3n2)o1	-38	3	4	-20	-23	-11	15	-3	-8	21	2
COCC(=O)N(C)C[C@H]1N[C@@](C)(C(=O)OC)[C@H]2C(=O)N(Cc3ccccc3)C(=O)[C@@H]12	-16	9	0	1	-13	6	-4	-12	3	-14	5

Whole records from above. Order of screens: CF NFkB inh, C8 TRAIL sens, EBV LMP1 NFkB, NR5A2 inv ag, NCOA1 inh, NR2F2 inh, TWEAK-Fn14 inh, TROY signal inh, KKLEB cytotox, SRC3 inh, NCOA2 inhibitor
Record of CC(C)(C)C(=O)OCc1cn(-c2ccc(Cl)cc2)nn1 → 11, 13, -26, -32, -37, -18, -27, -36, -8, -16, -55
Record of COCC(=O)N(C)C[C@H]1N[C@@](C)(C(=O)OC)[C@H]2C(=O)N(Cc3ccccc3)C(=O)[C@@H]12 → -16, 9, 0, 1, -13, 6, -4, -12, 3, -14, 5

Following part:
SMILES	CF NFkB inh	C8 TRAIL sens	EBV LMP1 NFkB	NR5A2 inv ag	NCOA1 inh	NR2F2 inh	TWEAK-Fn14 inh	TROY signal inh	KKLEB cytotox	SRC3 inh	NCOA2 inhibitor
COc1ccc(CCNC(=O)CSCC(=O)Nc2cc(S(C)(=O)=O)ccc2Cl)cc1	15	12	1	14	-10	-9	-7	-4	15	7	7
O=C(NNC(=S)Nc1ccccc1)c1ccc2ncccc2c1	1	17	-21	-88	-68	-51	-14	-28	-14	-25	-56
CC(C)(C)OC(=O)N1CCC[C@H]1c1nnc(SCC(=O)Nc2cccc(Cl)c2)o1	9	23	-9	6	-18	-2	-2	-24	-1	3	-42
O=C(NC(NC(=S)Nc1c(Cl)cccc1Cl)C(Cl)(Cl)Cl)OCc1ccccc1 (stereo not drawn)	20	1	16	17	11	-2	45	48	-6	15	3
O=C(Nc1nnc([C@H]2C[C@H](O)[C@@H](CO)O2)s1)Nc1cccc2c1CCCC2	25	0	.	-2	-13	-8	4	-5	-2	-5	-21
COC(=O)c1cc(=O)nc(NN=C2c3ccccc3-c3ccccc32)s1	18	1	.	-18	0	-2	61*	16	-3	-83	11
COc1cc(C(CCN2CCOCC2)c2c(OC)cc(OC)c3c(-c4ccccc4)cc(=O)oc23)cc(OC)c1OC (stereo not drawn)	17	7	4	-24	-19	3	-5	-10	-16	-8	-12
O=C(COc1ccc(Br)cc1)NNC(=O)Cc1ccc(S(=O)(=O)N2CCOCC2)s1	-3	2	-9	9	4	-17	12	6	11	7	11
O=C(NCc1ccco1)C1CCCN(S(=O)(=O)c2cc(Cl)ccc2Cl)C1 (stereo not drawn)	20	-2	-4	1	-59	21	-4	17	6	4	4
O=C(Nc1ccc(C(=O)N2CCCC2)cc1)Nc1ccc(Cl)cc1Cl	6	3	8	1	3	7	-21	30	2	6	-7
COc1ccc([C@@H]2C[C@@H](c3ccccc3)Oc3cc(C)cc(C)c32)cc1	27	3	-3	4	-3	2	-13	-5	8	2	-5
CC(C)(C)OC(=O)N1CCC(CC2CC(c3ccccc3)=NO2)(C(=O)O)CC1 (stereo not drawn)	-2	1	7	8	16	-10	-11	4	6	8	-22
CCCCn1c(N)c(N(CCOC)C(=O)COc2ccc(Cl)cc2)c(=O)[nH]c1=O	-2	-2	3	17	-3	-12	1	12	-1	21	19
CCOC(=O)CNC(=O)c1ccc(SCC)cc1	8	-6	-7	-6	-18	-6	-21	3	-12	9	-10
CCOC(=O)C1(C)CCN1C(=O)c1ccccc1OC (stereo not drawn)	-10	-21	.	4	8	-18	3	2	-1	10	-13
CCn1c(=S)sc2c(=O)[nH]c(SCC(=O)Nc3cc(OC)ccc3OC)nc21	-12	-11	-5	4	1	-5	29	2	11	5	12
O=C(NCc1cccs1)c1ccccc1[N+](=O)[O-]	-1	-13	1	13	5	3	-26	-3	14	8	6
